From PubChem
MKP-3 inhibition: inhibition of rat DUSP6 enzyme activity – biochemical, in vitro, primary screen (AID 425); recombinant MKP-3 phosphatase activity, fluorescence; higher % means a stronger effect; inhibition, % at 20 µM, or IC50 in µM where a hit was titrated; 110,000 tested, 0.17% active; in the data active means inhibition above about 50%;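 further: plate controls were vehicle for no effect and reference inhibitor for full effect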
Hsp70 displacement: Hsp70 inhibitors, probe displacement, primary screen, biochemical, fluorescence polarization (AID 583); Hsp70 fluorescence polarization probe displacement, mP; higher % means a stronger effect; displacement, % at 20 µM, or IC50 in µM where a hit was titrated; 140,000 tested, 0.06% active; in the data active means displacement above about 50%;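 further: plate controls were vehicle for no effect and reference ligand for full effect; a part of the inactive calls stands beside numbers as strong as those of hits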
* = called active by the depositor; . = no result given; & = joins results of further samples.

entry | mol | Hsp70 displacement | MKP-3 inhibition
1 | NS(=O)(=O)c1cc2c(cc1C(F)(F)F)NC(Cc1ccccc1)NS2(=O)=O (configuration not stated) | 3.1% | -5%
2 | COc1cc2nc(N3CCN(C(=O)C4COc5ccccc5O4)CC3)nc(N)c2cc1OC (configuration not stated) | . | -2%
3 | c1ccc2c(CC3=NCCN3)cccc2c1 | -0.6% | 0%
4 | O=C(Nc1ccccc1C(=O)NCCc1ccccc1)c1cccnc1 | -4.5% | 2%
5 | COc1ccc(C2CC(=O)C3=C(C2)NC(C)=C(C(=O)OCCc2ccccc2)C3c2ccncc2)cc1 (configuration not stated) | -2.9% | 10%
6 | COc1ccc(CN(CCN(C)C)c2ccccn2)cc1 | 0.6% | 2%
7 | CCOc1ccc(S(=O)(=O)N2CCCCCC2)c2ccccc12 | -3.0%&4.4% | 2%
8 | CC(C)Cc1ccc(C(C)C(=O)O)cc1 (configuration not stated) | 1.9%&3.1% | -6%&1%
9 | CC1=NN(c2ccccc2)C(=O)C1 | 5.2% | 2%
10 | COc1ccccc1OCC(O)COC(N)=O (configuration not stated) | 2.2% | -4%

Three of the entries above in order of their number in MKP-3 inhibition, high to low.
entry | mol | Hsp70 displacement | MKP-3 inhibition
5 | COc1ccc(C2CC(=O)C3=C(C2)NC(C)=C(C(=O)OCCc2ccccc2)C3c2ccncc2)cc1 (configuration not stated) | -2.9% | 10%
6 | COc1ccc(CN(CCN(C)C)c2ccccn2)cc1 | 0.6% | 2%
10 | COc1ccccc1OCC(O)COC(N)=O (configuration not stated) | 2.2% | -4%

Of the compounds above, these have sulfur.
entry | mol | Hsp70 displacement | MKP-3 inhibition
1 | NS(=O)(=O)c1cc2c(cc1C(F)(F)F)NC(Cc1ccccc1)NS2(=O)=O (configuration not stated) | 3.1% | -5%
7 | CCOc1ccc(S(=O)(=O)N2CCCCCC2)c2ccccc12 | -3.0%&4.4% | 2%

These rows are one share of the data (hit frequency here may not be typical).
